Growth percent in the NCI-60 one-dose screen (48 h, 10 µM unless noted): 100 = growth as untreated, 0 = no growth, -100 = all killed.
RPMI-8226 = RPMI-8226 leukemia cells. AID 1794781. hit rate 7.5% among 77,000
K-562 = K-562 leukemia; hit rate 7.4% among 78,000
HOP-92 = HOP-92 NSCLC cells. hit rate 6.3% among 71,000
MOLT-4 = MOLT-4 leukemia cells; AID 1794779; hit rate 6.9% among 80,000
HOP-62 = HOP-62 NSCLC; hit rate 3.9% among 80,000
MDA-MB-435 = MDA-MB-435 melanoma; AID 1794794; hit rate 7.8% among 82,000
SR = SR leukemia cells; hit rate 8.7% among 73,000; AID 1794780
CCRF-CEM = CCRF-CEM leukemia; hit rate 7% among 77,000; AID 1794778
* = called active by the depositor; . = not tested or not shown; & = joins results of further samples. How the source made its calls: active means growth percent below 10; inactive means the rest.

Sequence of screens: CCRF-CEM	HOP-62	SR	K-562	HOP-92	MOLT-4	MDA-MB-435	RPMI-8226
> CC1CCCN(C2CCN(S(=O)(=O)c3ccccc3)CC2)C1 (stereo not given)
 : 97	100	.	103	104	105	94	102
> c1ccc(CSc2nnc(-c3cc(-c4ccccc4)nc4ccccc34)o2)cc1
 : 69	95	60	53	56	39	106	64
> COc1ccc(C(=O)/C=C/c2ccc(Cl)cc2)cc1S(=O)(=O)Nc1cccnc1
 : 70	85	.	52	88	88	101	56
> NC1C2CCC1CN(c1cnc(C(=O)Nc3cc(F)cc4cccnc34)cn1)C2 (stereo not given)
 : 25	81	5.3*	3.9*	48	16	76	57
> CC(C)(C)C1=CC(CC(N)=O)(C(C)(C)C)OC1=O (stereo not given)
 : 104	99	104	105	94	104	111	106
> Nc1nc(SCc2ccccc2[N+](=O)[O-])c2ncn(C3OC(CO)C(O)C3O)c2n1 (stereo not given)
 : 107	96	106	100	101	114	103	102
> Cc1cccc(NC=O)c1
 : 121	97	105	103	101	112	107	136
> O=S(=O)(O)c1ccc2c(c1)CCC2
 : 100	112	.	100	88	99	109	92
> Cc1nn(-c2ccc(-c3ccc(OC(F)(F)F)cc3)cc2)c2nc(-c3ccccc3)nc(N)c12
 : 89	96	56	93	66	82	102	118
> CS(=O)(=O)c1ccc(N2N=C(c3ccc(Oc4ccccc4)cc3)CCC2=O)cc1
 : 72	.	53	40	76	52	71	.
> COc1cc(O)c2c(=O)c3c([C@H]4c5c(OC)c(O)c6oc7cc(OC)cc(O)c7c(=O)c6c5[C@@H]5C=C(C)CC(C)(C)[C@H]45)cc(OC)c(O)c3oc2c1
 : 52	76	63	56	70	50	60	75
> COc1cc2c(cc1OCCCCCOc1ccc(-n3c(C)nc4ccccc4c3=O)cc1)N=C[C@@H]1CCCN1C2=O
 : -38*	-29*	-25*	-17*	-18*	-31*	-58*	-35*
> CS(=O)(=O)c1nccc(-c2c(-c3ccc(OCc4ccccc4)cc3)nc3sccn23)n1
 : 90	99	96	104	83	99	97	96
> c1ccc(-c2cn(-c3ccccc3)c(-c3ccccc3)n2)cc1
 : -26*	82	-30*	-52*	69	-13*	73	-59*
> COc1ccc(-c2csc(NC3=CC(c4ccc(Cl)cc4)OC3=O)n2)cc1 (stereo not given)
 : 121	87	119	129	90	.	103	113
> CC/C=C\C[C@H](O)C/C=C1/C(=O)C=C[C@]1(C)C/C=C\CCCC(=O)OC
 : 103	88	102	105	110	100	107	107
> COc1ccc(C(=O)CSc2nccc(N3CCOCC3)n2)cc1
 : 97	93	90	100	88	97	91	90
> C=CCn1c(SCC(=O)Nc2ccc(C(=O)/C=C/c3ccc(OC)cc3)cc2)nnc1-c1c[nH]c2ccccc12
 : 100	109	93	96	103	92	104	84
> CCN(CC)CCOc1ccc(C(=C(c2ccccc2)C2CCCC2)c2ccc(OCCN(CC)CC)cc2)cc1
 : 8.3*	50	-5.9*	8.2*	-31*	0.9*	-10*	-31*
> CCCCN(CCCC)CCNc1ccc(C)c2sc3ccc([N+](=O)[O-])cc3c(=O)c12
 : 78	88	85	83	80	90	107	84

More results:
Sequence of screens: CCRF-CEM	HOP-62	SR	K-562	HOP-92	MOLT-4	MDA-MB-435	RPMI-8226
> Nc1ccc2c(c1)C(=O)NC2=O
 : -50*	93	41	100	151	105	92	84
> Cc1ccc2c(Cn3cc(COc4ccc5c(c4)NC(=O)CC5)nn3)cc(=O)oc2c1C
 : 60	87	70	70	76	59	84	49
> COc1ccc(-n2nnc3c(sc4ncc(Br)cc43)c2=O)cc1
 : .	105	83	92	97	.	94	88
> CCOC(=O)c1cc2c3ccccc3oc(=O)c2c2nc3ccccc3n12
 : 117	94	79	93	102	102	97	90
> CCc1ccc(C2CC(c3ccc(Cl)cc3)=NN2c2ccc(S(N)(=O)=O)cc2)cc1 (stereo not given)
 : 70	97	75	68	.	83	88	54
> CC(=O)O[C@]1(C(C)=O)CC[C@H]2[C@@H]3C[C@@H]4O[C@@]45C[C@@H](O)CC[C@]5(C)[C@H]3CC[C@@]21C
 : 96	100	100	106	74	102	106	.
> O=C(CN1CCOCC1)Nc1ccc(Cn2nnc3c2C(=O)c2nnn(Cc4ccc(NC(=O)CN5CCOCC5)cc4)c2C3=O)cc1
 : -21*	-39*	-21*	0.1*	-37*	-42*	-77*	-19*
> CCn1c(SC/C(=N/O)c2ccc(Cl)cc2)nnc1-c1ccncc1
 : 106	106	98	102	110	104	102	105
> Cc1nc2ccc(Br)cn2c1-c1nnc(SCc2cccc3ccccc23)o1
 : 103	90	.	.	94	.	103	.
> N#CCCNC=O
 : 81	100	.	93	95	74	101	102
> Clc1ncnc2scc(C3COc4ccccc4O3)c12 (stereo not given)
 : 22	105	.	70	79	75	98	96
> CN(C)CCC=C1c2ccccc2C(C)(C)c2ccccc21
 : 50	65	.	33	37	73	67	0.5*
> N#Cc1nc(C(c2ccccc2)c2ccccc2)oc1NCCN1CCCCC1
 : 82	90	85	79	82	81	97	93
> CNc1ccc(C(C2=C(O)COC2=O)c2cc(OC)c(OC)c(OC)c2)cc1 (stereo not given)
 : 97	103	81	107	138	98	109	96
> O=S(=O)(O)c1ccc(N=Nc2ccc(N=Nc3c(S(=O)(=O)O)cc4cc(S(=O)(=O)O)cc(O)c4c3O)cc2)cc1
 : 93	91	97	104	100	105	107	97
> O=C(O)c1ccc(-c2ccccc2)cc1
 : 114	103	140	110	15	106	102	97
> CCN(CC)CCCC(C)N=C(Nc1ccccc1)c1ccc(Cl)cc1 (stereo not given)
 : 95	87	101	103	84	97	90	96
> CCOC(=O)N1CCN(CCCCCOc2ccc(CC(C)(C)C)cc2Cl)CC1
 : 70	78	16	22	60	61	18	39
> CCOC(=O)c1nn(C2CCCCO2)c2ccc(NC(=O)CSc3nc4ccccc4s3)cc12 (stereo not given)
 : 100	101	110	98	97	97	106	99
> CC1=CC[C@@H]2C(C)(C)[C@@H](O)CC[C@@]2(C)[C@@H]1COc1ccc2ccc(=O)oc2c1
 : 42	67	71	36	51	37	78	20

The closing 2 compounds of the part above open the next one.
Sequence of screens: CCRF-CEM	HOP-62	SR	K-562	HOP-92	MOLT-4	MDA-MB-435	RPMI-8226
> CCOC(=O)c1nn(C2CCCCO2)c2ccc(NC(=O)CSc3nc4ccccc4s3)cc12 (stereo not given)
 : 100	101	110	98	97	97	106	99
> CC1=CC[C@@H]2C(C)(C)[C@@H](O)CC[C@@]2(C)[C@@H]1COc1ccc2ccc(=O)oc2c1
 : 42	67	71	36	51	37	78	20
> Nc1nc(-c2nnc(NCc3ccccc3)s2)cs1
 : 90	107	98	96	98	83	102	104
> Cc1ccc(-c2cc(-c3nnc(SCC(=O)N4CCN(c5cc6c(cc5F)c(=O)c(C(=O)O)cn6C5CC5)CC4)o3)c3ccccc3n2)cc1
 : .	102	102	95	121	110	97	.
> Nc1c(C(=O)Nc2ccccc2)cc(-c2nc3ccccc3s2)c(=O)n1NS(=O)(=O)c1ccc(Cl)cc1
 : 101	93	96	99	97	96	101	98
> CO[C@@H](C)Cn1c(=O)n(C)c2cnc3ccc(-c4cncc(C(C)(C)O)c4)cc3c21
 : 10	-15*	-2.8*	15	-24*	-8.7*	0.6*	-17*
> O=C1CCC(NNC(=S)Nc2ccc(Cl)cc2)N1 (stereo not given)
 : 100	113	95	96	102	103	106	102
> Cc1cc(C)nc(NS(=O)(=O)c2ccc(N/C(N)=N/c3nccc(-c4ccco4)n3)cc2)n1
 : 100	94	100	100	114	102	107	94
> C[N+](C)(C)CCCSC1=NCCN1
 : 109	94	93	102	64	93	101	97
> CS(=O)(=O)OCCCCCCCCCCCN1CCOCC1
 : 93	102	86	87	82	87	100	95
> COC(=O)Nc1ccccc1
 : 95	99	96	94	97	105	107	102
> CN(CCC(=O)c1ccccc1)CCC(=O)c1ccccc1
 : 81	100	50	62	73	94	102	51
> CCOc1nc(-c2ccccc2)cc2c(O)c(C(=O)N/N=C/c3ccc(O)cc3O)[nH]c(=O)c12
 : -34*	27	27	32	-12*	17	48	38
> Nc1ccc(S(=O)(=O)Nc2ncccn2)cc1
 : 101	.	.	104	.	.	.	.
> Nc1ccncc1N
 : 115&100	101&104	99&96	109&105	104&99	99&101	103&108	114&104
> CCN(CC)CC(O)CNCC(C)C (stereo not given)
 : 106	108	97	100	100	102	103	110
> O=C1NN=CN2c3ccc(Br)cc3CC(O)CC12 (stereo not given)
 : 113	96	115	93	94	85	111	95
> COC(=O)[C@]12CC[C@@H](C)[C@H](C)[C@@H]1C1=CC[C@@H]3[C@@]4(C)C(C=O)=C[C@@](C)(COC(=O)c5ccco5)C4=CC[C@@]3(C)[C@]1(C)CC2
 : 4.3*	7.7*	-8.7*	11	-16*	.	-22*	4.8*
> O=C(O)C(/C=C/c1ccco1)=N\Nc1nc(-c2ccc(Cl)cc2)cs1
 : 24	46	41	66	52	41	46	.
> Cc1cc(C)cc(NS(=O)(=O)CCCS(=O)(=O)Nc2cc(C)cc(C)c2)c1
 : 69	89	68	68	.	63	87	.
> O=C(c1ccc(F)cc1)c1cc2ccccc2o1
 : 99	100	89	102	97	100	101	100
> COc1cc(-c2cc(-c3cccs3)c(C#N)c(N3CCOCC3)n2)cc(OC)c1OC
 : 39	134	-1.2*	11	101	28	93	44

Whole records from above. Screens in order: CCRF-CEM	HOP-62	SR	K-562	HOP-92	MOLT-4	MDA-MB-435	RPMI-8226
Cc1ccc(-c2cc(-c3nnc(SCC(=O)N4CCN(c5cc6c(cc5F)c(=O)c(C(=O)O)cn6C5CC5)CC4)o3)c3ccccc3n2)cc1 reads .	102	102	95	121	110	97	.
C[N+](C)(C)CCCSC1=NCCN1 reads 109	94	93	102	64	93	101	97
COC(=O)[C@]12CC[C@@H](C)[C@H](C)[C@@H]1C1=CC[C@@H]3[C@@]4(C)C(C=O)=C[C@@](C)(COC(=O)c5ccco5)C4=CC[C@@]3(C)[C@]1(C)CC2 reads 4.3*	7.7*	-8.7*	11	-16*	.	-22*	4.8*
Cc1cc(C)cc(NS(=O)(=O)CCCS(=O)(=O)Nc2cc(C)cc(C)c2)c1 reads 69	89	68	68	.	63	87	.

(listing goes on)
Sequence of screens: CCRF-CEM	HOP-62	SR	K-562	HOP-92	MOLT-4	MDA-MB-435	RPMI-8226
> Cc1c2ccncc2c(C)c2c1c1ccccc1n2CCCCCC(=O)O
 : 94	83	65	93	81	75	99	86
> N#Cc1c(-c2ccc(F)cc2)nc(N/N=C/c2cccc(O)c2)nc1N1CCOCC1
 : 56	92	2.9*	67	64	40	93	41
> CC1=C(C)C(=O)C(Nc2cccc(C(=O)OC(C)(C)C)c2)=C(Br)C1=O
 : 8.5*	93	16	0.0*	-32*	13	.	.
> COc1ccc(-c2cc(-c3cn(-c4ccccc4)nc3-c3ccc(OCc4ccccc4)cc3)on2)cc1
 : 66	98	64	55	80	46	87	81
> O=C(N/N=C/c1cc2ccccc2n2nnnc12)Nc1ccc2ccccc2c1
 : 75	107	77	86	92	82	103	93
> Cc1ccc(/C=C/C(=O)c2cccc(NC(=O)CSc3nc4ccccc4c(=O)n3-c3ccccc3)c2)cc1
 : 101	109	86	80	.	85	93	57
> CCCC(=O)Nc1ccc(C)cc1
 : 110	114	99	100	107	103	104	106
> c1ccc2c(c1)CN(CCCN1CCOCC1)C2
 : 102	103	98	104	126	103	98	96
> Cc1ccc(SCCC(=O)O)cc1
 : 98	111	106	103	.	111	96	96
> CCOc1ccc(-c2cnnn2-c2nonc2-n2cccc2)cc1
 : .	32	1.3*	5.5*	25	8.8*	-31*	12
> N#Cc1c(-c2ccccc2Cl)cc(-c2ccc3ccccc3c2)[nH]c1=O
 : 57	-7.5*	49	62	.	56	62	61
> CCOC(=O)Nc1ccc2c(c1)C(=O)c1ccccc1C2=O
 : 85	94	99	101	72	91	106	90
> CC12CCC(C)(O1)C1C(=O)N(c3nccs3)C(=O)C12 (stereo not given)
 : 95	103&100	94&94	93&107	102&85	99&102	106&110	98&98
> C=C(C)[C@@H]1CC[C@]2(C(=O)O)CC[C@]3(C)[C@H](CC[C@@H]4[C@@]5(C)Cc6cc(Cc7ccc(Br)cc7)oc6C(C)(C)[C@@H]5CC[C@]43C)[C@@H]12
 : 89	89	79	83	95	89	101	85
> CCCCN(Cc1ccccc1)Cc1ccc(N(CC)CC)cc1
 : 98	99	97	100	.	109	98	92
> O=C(CN1C(=O)NC2NC(=O)NC21)N/N=C/c1ccc([N+](=O)[O-])cc1 (stereo not given)
 : 108	105	102	102	114	105	102	104
> CCOC(=O)c1cc(OCC)nc(SC)n1
 : 114	98	101	87	113	101	107	108
> Cc1sc(C(NC(=O)OCCn2c([N+](=O)[O-])cnc2C)C(F)(F)Cl)nc1-c1ccc(OC(F)(F)F)cc1 (stereo not given)
 : -17*	-90*	5.2*	0.9*	-82*	2.2*	-44*	2.4*
> Cn1cc(-c2cc(N)n3nc(-c4c[nH]c5ccc(F)cc45)cc3n2)c2cccnc21
 : -35*	-86*	-12*	-32*	-74*	-30*	-77*	-30*
> Cn1c(N)c(C(=O)CC#N)c(=O)n(C)c1=O
 : 103	99	102	99	107	100	101	108

Next records follow.
Sequence of screens: CCRF-CEM	HOP-62	SR	K-562	HOP-92	MOLT-4	MDA-MB-435	RPMI-8226
> Cc1oc2nc[nH]c(=O)c2c1C(=O)/C=C/c1ccc(Cl)cc1
 : .	6.1*	-31*	-63*	-4.2*	41	6.7*	-14*
> COC(=O)c1cccc2c([N+](=O)[O-])c(NC(C)=O)cc(C(=O)OC)c12
 : 96	99&95	.	115&94	101	103&101	103&108	119&116
> CCCCCCCCN(CCCCCCCC)C(=O)CCl
 : -33*	113	83	105	.	91	108	106
> O=[N+]([O-])c1cccnc1Oc1cc(Cl)c(Cl)cc1Cl
 : 88	102	95	97	91	71	107	98
> COc1ccc(N=Nc2sc(-n3[nH]c(=O)ccc3=O)nc2C)cc1
 : 93	80	86	60	99	88	97	95
> CC(C)CCc1nc2ccc(NCc3ccc(Cl)cc3)cc2[nH]1
 : 87	94	74	46	40	72	91	71
> Clc1cc(Cl)c2ccc3c(Cl)cc(Cl)c4ccc1c2c43
 : 111	87	.	108	69	110	103	105

Assay outcomes as filed in PubChem BioAssay.

The order is random; 14% or so of the library scored in one or more.
